# Screening results deposited in PubChem by National Center for Advancing Translational Sciences (NCATS).
# KB-V1 cytotox = kills drug-selected multidrug resistant KB-V1 cells; AID 1347076; 400,000 tested, 3.4% active; Potency, µM (highest dose often 46.1 µM), inactives show at the highest dose activity change, negative = cytotoxicity, hits mostly cytotoxic; KB-V1 MDR cells viability, CellTiter-Glo, 72 h; further: potency means the concentration at half of the fitted maximal effect; on the % scale 0 is the no-effect control and ±100 the full control effect; nearly all actives have a fitted effect of over 60% in size
#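 Luminescent ATP read-out (CellTiter-Glo, 10 min) measures survival of drug-selected KB-V1 MDR cells after 72 h, 37 degrees C compound exposure. Medium: phenol-red-free DMEM, 10% FBS. Values from fitted concentration-response curves.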
# aSyn yeast inh = rescues yeast growth from alpha-synuclein toxicity | 370,000 tested, 0.14% active | Potency, µM (highest dose often 46.1 µM), for the others: at the highest dose growth rescue (activation), usual class: activators | Yeast expressing alpha-synuclein, growth rescue, BacTiter-Glo, 24 h; further: potency means the concentration at half of the fitted maximal effect; % of control where 0% means no effect; nearly all actives have a fitted effect of over 65% in size
#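 Galactose-induced alpha-syn yeast (OD600=0.02, raffinose-pregrown) + pinned cpd, 24 hr, 30 deg C; growth by BacTiter-Glo luminescence. Growth restoration scores as activation.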
# DRD3 antagonist = antagonists of human D3 dopamine receptor; P35462; max response, negative = inhibition, %; D3R cells, DiscoveRx beta-arrestin luminescence, antagonist mode; active compounds read low; 360,000 tested, 2.5% active; in the data active means max response below about -50%; inconclusive means no clear call, values can overlap the other calls; further: on the % scale 0 is the no-effect control and ±100 the full control effect; mostly tested at two doses, the higher about 12 µM
# Target sequence (P35462 whole entry, looked up): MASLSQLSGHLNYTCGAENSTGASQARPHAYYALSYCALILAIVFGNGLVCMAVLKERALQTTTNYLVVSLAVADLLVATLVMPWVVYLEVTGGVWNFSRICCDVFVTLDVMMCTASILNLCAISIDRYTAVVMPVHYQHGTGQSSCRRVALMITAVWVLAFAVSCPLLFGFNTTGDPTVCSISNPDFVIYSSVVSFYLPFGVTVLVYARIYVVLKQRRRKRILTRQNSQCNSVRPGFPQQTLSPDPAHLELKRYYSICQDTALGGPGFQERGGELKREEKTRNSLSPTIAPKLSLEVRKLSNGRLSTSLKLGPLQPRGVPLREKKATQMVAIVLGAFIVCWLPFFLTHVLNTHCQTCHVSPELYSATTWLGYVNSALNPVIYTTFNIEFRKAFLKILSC
#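 Cells expressing the human receptor were seeded at 1500 cells/well, incubated overnight at 37 degrees C in 5% CO2, then exposed to library compounds with dopamine controls for 90 minutes at 37 degrees C before luminescent detection.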
# GLP-1R agonist = GLP-1 receptor (human) agonism | 380,000 tested, 0.007% active | Potency, µM (top dose mostly 45.6 µM), for inactives: top-dose activation, most hits filed as activators | P43220 | AID 624172 | HEK293 GLP-1R CRE-luciferase, luminescence, 4-6 h; cells express a hypersensitive GLP-1R form; further: potency means the concentration at half of the fitted maximal effect; % of control where 0% means no effect
# GLP1R cytotox = cytotoxicity counter-screen for GLP-1 receptor inverse agonists | HEK293 cAMP-luciferase reporter cells, luminescence, 24 h | Potency, µM (doses to about 38.3 µM), inactives show at the highest dose activity change, negative = inhibition, actives largely listed as inhibitors | 410,000 tested, 0.13% active;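 further: loss of luciferase light is scored as toxicity; potency means the concentration at half of the fitted maximal effect; on the % scale 0 is the no-effect control and ±100 the full control effect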
#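 Step one: seed cells (200 cells/uL, DMEM with 10% Nu serum, 1% pen-strep). Step two: 12-hour incubation at 37 deg C. Step three: pin 23 nL compound, incubate 24 hr. Step four: add luciferase reagent, read luminescence 12 min later.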
# D3 ag = agonists of human D3 dopamine receptor; P35462; D3R DiscoveRx beta-arrestin cells, luminescence, 90 min; max activation, %; 410,000 tested, 0.58% active; in the data active means max activation above about 30%; further: 0% is about no effect; mostly tested at two doses, the higher about 12 µM
#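 Agonist-mode cell screen: cells plated at 1500/well and incubated overnight at 37 °C, then exposed to library compounds for 90 min at 37 °C. Detection reagent was added for 30–60 min at room temperature, and luminescence was read.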
# TDP-43 yeast inh = rescues yeast growth from TDP-43 toxicity; TDP-43 expressing yeast growth rescue, BacTiter-Glo, 24 h; Potency, µM (highest dose often 46.1 µM), for inactives: at the top dose growth rescue (activation), most hits filed as activators; 410,000 tested, 1.8% active; AID 652104; further: potency means the concentration at half of the fitted maximal effect; % of control where 0% means no effect; nearly all actives have a fitted effect of over 50% in size
#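 In this qHTS, compounds that restore growth of yeast expressing TDP-43 appear as activators. Cells (OD600=0.02, galactose medium, raffinose-pregrown) are incubated with compound 24 hr at 30 deg C and growth is quantified by BacTiter-Glo.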
# PTHR1 ag = activates the human parathyroid hormone receptor PTHR1; Q03431; HEK293 GP2 PTHR1 cells, GloSensor cAMP luminescence, 1 h; Potency, µM (highest dose often 115 µM), without a hit: top-dose activation, actives largely listed as activators; 410,000 tested, 0.075% active; further: potency means the concentration at half of the fitted maximal effect; nearly all actives have a fitted effect of over 55% in size; some results filed as inactive show a strong effect at the top dose; inactives centre near -15; many of its hits are not listed in these tables
# Target sequence (Q03431 whole entry, looked up): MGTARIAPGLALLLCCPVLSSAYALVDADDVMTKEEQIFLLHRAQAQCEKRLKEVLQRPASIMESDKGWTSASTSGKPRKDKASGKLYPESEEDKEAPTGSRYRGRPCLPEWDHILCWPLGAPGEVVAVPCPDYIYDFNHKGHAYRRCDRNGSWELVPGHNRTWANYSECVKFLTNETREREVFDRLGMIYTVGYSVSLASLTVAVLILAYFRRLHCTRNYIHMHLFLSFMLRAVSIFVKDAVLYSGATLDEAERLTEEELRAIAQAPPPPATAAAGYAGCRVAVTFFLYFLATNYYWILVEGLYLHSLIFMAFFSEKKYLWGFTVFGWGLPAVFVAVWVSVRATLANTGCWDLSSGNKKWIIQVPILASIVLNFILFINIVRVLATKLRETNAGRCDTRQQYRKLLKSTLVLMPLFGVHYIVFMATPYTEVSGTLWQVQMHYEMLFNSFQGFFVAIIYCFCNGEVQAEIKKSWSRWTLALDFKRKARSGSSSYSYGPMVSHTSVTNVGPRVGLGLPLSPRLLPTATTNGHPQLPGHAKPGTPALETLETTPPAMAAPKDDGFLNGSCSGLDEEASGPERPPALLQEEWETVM
#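 HEK-293-derived GP2 cells expressing PTHR1 and a GloSensor cAMP reporter, 3,000/well, plated overnight, given luciferin plus IBMX (each 0.5 mM as added) for 1 h at 37 °C, then compound for 1 h at 37 °C. Luminescence was read after 15 min at room temperature.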
# GLP-1R inv ag = inverse agonists of human GLP-1 receptor. P43220. HEK293 GLP-1R CRE-luciferase, luminescence, 24 h; GLP-1R form is constitutively active. Potency, µM (top dose mostly 38.3 µM), for inactives: at the highest dose activity change, negative = inhibition, actives largely listed as inhibitors. 410,000 tested, 1.6% active. AID 624417; further: potency means the concentration at half of the fitted maximal effect; on the % scale 0 is the no-effect control and ±100 the full control effect; nearly all actives have a fitted effect of over 55% in size
#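 Stable HEK293 clone (constitutively active GLP-1R + cAMP-response luciferase); 200 cells/uL plated, 12 h pre-culture, compound 24 hr, 37 deg C/5% CO2; detection reagent 12 min RT; luminescence.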
# Starred values were filed as active, the others as inactive; i = inactive; ? = inconclusive; nt = not tested or not shown; & = joins results of further samples; ! = not active in a repeat; [ ] = another dose, or the depositor's remark. Unless noted, the call rests on the fitted dose curve; in most records, active means well fitted curve in the direction sought with a large enough effect; inconclusive means small, poorly fitted or top-dose-only effect, or another doubt; inactive means no such curve, though single readings can be large; an effect the other way counts as inactive or inconclusive.
SMILES,KB-V1 cytotox,aSyn yeast inh,DRD3 antagonist,GLP-1R agonist,GLP1R cytotox,D3 ag,TDP-43 yeast inh,PTHR1 ag,GLP-1R inv ag
Cc1cc(Br)cc2c(C(=O)Nc3c(C)n(C)n(-c4ccccc4)c3=O)cc(-c3cccs3)nc12,9%,23%,12,-4%,-6%,11,6%,i,?
CCOC(=O)CCC(=O)Nc1cc(S(=O)(=O)N2CCOCC2)ccc1N1CCCCC1,-16%,0%,-13,-3%,0%,-5,-16%,21%,1%
CCCNC(=O)NC(=O)COC(=O)c1cccc(NS(=O)(=O)c2ccc(F)c(F)c2)c1,?,8%,13,-1%,-2%,-7,5%,-11%,-15%
CCC(C(=O)NC1CC1)n1nc(C)c2c(C)n(-c3ccccc3)nc2c1=O (stereo not drawn),1%,3%,7,-5%,-14%,-16,3%,i,-30%
Clc1ccccc1CSc1ncn(-c2ccccc2)n1,-27%,-14%,-28,10%,6%,-9,?,-32%[inhibitor][57.5 µM],-15%
O=C(C[C@H]1C(=O)N(c2ccccc2)C[C@@H]1Cc1ccccc1)Nc1ccccc1,9.2µM*!,21%,24,-1%,2%,9,9%,-12%,-13%
COCCNc1oc(-c2ccc(F)cc2)nc1C#N,11%,5%,0,27%,-2%,2,23%,i,59%[activator]
O=C(NCc1cccnc1)c1cc(Sc2ccc(F)cc2F)nc2ccccc12,0%,-3%,1,2%,-25%,-1,-16%,-29%,-27%
O=C(CSc1nnc(-c2ccccc2)n1C1CCCCC1)N1CCCC1,-6%,-11%,8,6%,5%,-5,-12%,i,-21%
COc1ccc(CNC(=O)COC(=O)/C=C/c2ccc(S(=O)(=O)N3CCOCC3)cc2)cc1,0%,2%,-14,15%,-12%,9,-8%,i,-14%
CC1(C)Cc2ccccc2C(=O)N1,2%,-2%,2,1%,-7%,4,-20%,i,0%
COc1ccc(C/C(C)=N/NC(=O)c2ccc(Cl)cc2)cc1,-7%,0%,10,6%,15%,-6,-1%,i,2%
O=C(O)CP(=O)(c1ccccc1)c1ccccc1,-1%,7%,27,-4%,60%[activator],-4,4%,i,9%
O=C(NCCS(=O)(=O)N1CCN(c2ccccc2)CC1)c1ccco1,4%,0%,3,-1%,-3%,3,-4%,i,4%
CCN(CC)c1ccc(/C=N/N2CCOCC2)cc1,18%,7%,2,1%,0%,5,9%,-12%[57.5 µM],13%
CC(O)(CS(=O)(=O)c1ccc(Br)cc1)c1ccccc1 (stereo not drawn),-1%,2%,4,1%,-21%,3,3%,i,7%
Cc1ccccc1CN(C)C(=O)CNC(=O)c1ccc2ccccc2c1,-12%,8%,-5,4%,3%,8,?,-39%[inhibitor],?
O=C1[C@H]2[C@H](C=CC[C@H]2C(=O)N2CCOCC2)CCN1Cc1ccccc1,0%&-2%,6%,32,-1%,3%,2,5%,-34%[inhibitor],7%
CCCC(=O)C1=C(O)C(C(=O)OC)C(C)(C)CC1=Nc1cccc2ccccc12 (stereo not drawn),?,-4%,-5,-6%,-4%,2,-16%,-4%[57.5 µM],7.9µM*
O=C(Cn1c(=O)n(-c2ccccc2)c(=O)c2c3c(sc21)CCCC3)Nc1ccc(F)cc1,10%,nt,nt,-1%,-3%,4,0%,-22%,-2%
CN(C)CCN(C(=O)c1cccc2ccccc12)c1nc2cc3c(cc2s1)OCO3,-22%,-3%,-23,5%,-6%,-9,-8%,-22%,10µM*
O=C(NCCCN1CCCC1=O)c1ccc(Cl)c(S(=O)(=O)N2CCCCC2)c1,-24%,-3%,-15,-4%,4%,-1,-8%,-38%[inhibitor],-24%
Cc1noc(C)c1NC(=O)Nc1ccc2c(c1)C(=O)N([C@H](C)CO)C[C@H](C)[C@@H](CN(C)C(=O)Nc1ccc3c(c1)OCO3)O2,-4%,1%,32,-2%,16%,1,18%,-12%,11%
CCCCn1c(N)c(N(CC(C)C)C(=O)CSCC(=O)Nc2ccc(OC)cc2)c(=O)[nH]c1=O,?,3%,10,0%,-5%,3,19%,-23%,1%
CCc1ccc(C2C(C#N)=C(N)N(N(C)C)C3=C2C(=O)CCC3)cc1 (stereo not drawn),-7%,-9%,1,-5%,-49%,-2,1%,-17%,52%[activator]
Cc1ccc(CC(=O)N(C)CC(=O)Nc2ccc(N3CCOCC3)cc2)cc1C,-10%,4%,-21,-8%,0%,2,8%,-9%,16%
FC(F)(F)c1ccc(C2NCCc3sccc32)cc1 (stereo not drawn),0%,1%,21,14%,8%,-7,-27%,i,?
CCC(Cc1ccccc1)NC(=O)CCc1ccccc1 (stereo not drawn),-7%,9%,11,-4%,-3%,2,?,i,?
O=[N+]([O-])c1ccc(CS(=O)(=O)c2ncn[nH]2)cc1,0%,-3%,-7,1%,-5%,7,0%,-10%,4%
C[C@@H]1CN([C@H](C)CO)C(=O)c2cc(C#C[C@@H](C)O)cnc2O[C@H]1CN(C)C(=O)c1ccc(F)cc1,25%,-8%,9,23%,-3%,-1,?,-30%[inhibitor],15%

# Shown bar-delimited: entries from further up.
SMILES | KB-V1 cytotox | aSyn yeast inh | DRD3 antagonist | GLP-1R agonist | GLP1R cytotox | D3 ag | TDP-43 yeast inh | PTHR1 ag | GLP-1R inv ag
Cc1ccccc1CN(C)C(=O)CNC(=O)c1ccc2ccccc2c1 | -12% | 8% | -5 | 4% | 3% | 8 | ? | -39%[inhibitor] | ?
O=C1[C@H]2[C@H](C=CC[C@H]2C(=O)N2CCOCC2)CCN1Cc1ccccc1 | 0%&-2% | 6% | 32 | -1% | 3% | 2 | 5% | -34%[inhibitor] | 7%
CCCC(=O)C1=C(O)C(C(=O)OC)C(C)(C)CC1=Nc1cccc2ccccc12 (stereo not drawn) | ? | -4% | -5 | -6% | -4% | 2 | -16% | -4%[57.5 µM] | 7.9µM*
O=C(Cn1c(=O)n(-c2ccccc2)c(=O)c2c3c(sc21)CCCC3)Nc1ccc(F)cc1 | 10% | nt | nt | -1% | -3% | 4 | 0% | -22% | -2%
CN(C)CCN(C(=O)c1cccc2ccccc12)c1nc2cc3c(cc2s1)OCO3 | -22% | -3% | -23 | 5% | -6% | -9 | -8% | -22% | 10µM*
O=C(NCCCN1CCCC1=O)c1ccc(Cl)c(S(=O)(=O)N2CCCCC2)c1 | -24% | -3% | -15 | -4% | 4% | -1 | -8% | -38%[inhibitor] | -24%
Cc1noc(C)c1NC(=O)Nc1ccc2c(c1)C(=O)N([C@H](C)CO)C[C@H](C)[C@@H](CN(C)C(=O)Nc1ccc3c(c1)OCO3)O2 | -4% | 1% | 32 | -2% | 16% | 1 | 18% | -12% | 11%
CCCCn1c(N)c(N(CC(C)C)C(=O)CSCC(=O)Nc2ccc(OC)cc2)c(=O)[nH]c1=O | ? | 3% | 10 | 0% | -5% | 3 | 19% | -23% | 1%
CCc1ccc(C2C(C#N)=C(N)N(N(C)C)C3=C2C(=O)CCC3)cc1 (stereo not drawn) | -7% | -9% | 1 | -5% | -49% | -2 | 1% | -17% | 52%[activator]

# The list goes on.
SMILES,KB-V1 cytotox,aSyn yeast inh,DRD3 antagonist,GLP-1R agonist,GLP1R cytotox,D3 ag,TDP-43 yeast inh,PTHR1 ag,GLP-1R inv ag
C=C1c2ccc(C)cc2NC(=O)N1c1ccccc1,?,3%,13,-2%,3%,-7,-8%,-10%,0%
CCOc1ccc(NC(=O)CC2C(=O)N(C)C(=S)N2Cc2ccc3c(c2)OCO3)cc1 (stereo not drawn),-13%,1%,14,-7%,-10%,1,0%,i,?
COc1ccc2nc3sc(C(=O)Nc4ccccc4F)cc3cc2c1,?,nt,nt,2%,-9%,3,10%,i,4%
COc1cccc(OCC(=O)NNC(=O)Cc2cccs2)c1,16%,-8%,-4,-2%,-5%,2,3%,-24%,-4%
O=C(Nc1nnc(SCc2c(Cl)cccc2Cl)s1)c1cccc([N+](=O)[O-])c1,-12%,3%,14,6%,-19%,17,7%,-30%,5%
C=CC[C@@H](CC(=O)N[C@@H](CO)Cc1ccccc1)C(=O)N[C@H](COC(=O)[C@@H](CC=C)CC(=O)OC(C)(C)C)Cc1ccccc1,-13%,-2%,-4,-1%,2%,-21,-11%,8%,-10%
CC(=O)Nc1ccc(-c2cn3cccnc3n2)cc1,2%,-2%,6,-16%,8%,-6,-11%,-52%[inhibitor][57.5 µM],0%
C=CCc1c(C)nc(-c2ccccc2)nc1Nc1ccc(O)cc1,13µM*,5%,46,2%,-3%,-2,-8%,-18%,?
Cc1cccn2c(=O)cc(COc3ccc(NC(=O)c4cccc(F)c4)cc3)nc12,?,nt,nt,nt,30%[activator],-3,16%,?,7%
CC(C)(C)c1ccc(C(=O)N/C(=C\c2cccs2)C(=O)N2CCOCC2)cc1,?,-1%,-1,7%,13%,-3,-32%[inhibitor],-24%,?
COc1ccc(NC(=O)CCS(=O)(=O)c2nc(-c3ccc4c(c3)OCO4)cc(C(F)(F)F)n2)c(OC)c1,1%,nt,nt,nt,12%,-7,13%,i,7%
[O-]/[N+](=C\c1ccncc1)c1ccc(Br)cc1,8%,-13%,16,-3%,-6%,1,21%,-38%[inhibitor],9%
CC(=O)Nc1ccc(NC(=O)C2(C)Cc3c(-c4cccc(C(N)=O)c4)ccnc3O2)cc1 (stereo not drawn),5%,-6%,-13,3%,-1%,1,0%,-21%,15%
CCCOc1ccc(C(F)(F)F)cc1NC(=O)c1cc(C)on1,5%,1%,-11,-8%,1%,4,12%,-94%[inhibitor],2%
CC(C)(C)c1ccc(OCC(=O)NNC(=O)Cc2cccs2)cc1,-8%,8%,-1,9%,-5%,2,25%,i,-12%
CCOC(=O)c1c(NC(=O)C2C3CCC(O3)C2C(=O)O)sc2c1CCC(CC)C2 (stereo not drawn),30%,-3%,-19,6%,-1%,1,-16%,-23%,-10%

# A portion of the library. The share of hits here may be higher or lower than overall.
